RXFP1 antag – qHTS Assay for Antagonists of the Relaxin Receptor RXFP1; hit rate 0.59% among 350,000; Relaxin receptor 1 (Homo sapiens), Q9HBX9; activity change, negative = inhibition, % at 57.5 µM; HEK293-RXFP1, relaxin-stimulated cAMP HTRF, 30 min; active compounds read low;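 active means activity change of -60% or lower, but not beyond a set lower limit; inconclusive means change between -60% and -40%, or beyond the set limit; inactive means change above -40%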; further: on the % scale 0 is the no-effect control and ±100 the full control effect
D2 ag – HTS Assay for Allosteric Agonists of the Human D2 Dopamine Receptor: Primary Screen for Agonists. AID 485358, 2010. hit rate 0.53% among 340,000. activation, % at 2 µM. D(2) dopamine receptor (Homo sapiens), P14416. HEK293 T-REx D2 cells, calcium flux agonist mode;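 active means activation over 3 SD above normal in the single-dose calcium agonist read, cut at about 30% in these data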; further: 0% is about no effect
Target sequence (P14416 whole entry, looked up): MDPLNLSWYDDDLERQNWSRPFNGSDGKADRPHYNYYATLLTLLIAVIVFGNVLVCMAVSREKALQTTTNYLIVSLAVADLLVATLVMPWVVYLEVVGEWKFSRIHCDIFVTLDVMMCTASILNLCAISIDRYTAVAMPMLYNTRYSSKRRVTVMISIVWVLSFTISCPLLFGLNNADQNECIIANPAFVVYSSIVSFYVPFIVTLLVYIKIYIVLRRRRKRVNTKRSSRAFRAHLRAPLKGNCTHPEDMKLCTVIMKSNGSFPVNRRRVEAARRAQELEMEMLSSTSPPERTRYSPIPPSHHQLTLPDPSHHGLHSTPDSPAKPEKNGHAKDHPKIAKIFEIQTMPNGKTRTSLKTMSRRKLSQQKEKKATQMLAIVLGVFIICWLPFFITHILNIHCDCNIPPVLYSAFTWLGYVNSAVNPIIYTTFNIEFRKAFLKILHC
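Tetracycline-induced HEK293 T-REx cells with force-coupled D2 receptor, plated overnight at 30 C, loaded with no-wash calcium dye. After a 10 s baseline, compound was pin-added and calcium flux read kinetically for 180 s; calcium rises flagged agonists.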
D1 antagonist – Antagonist of Human D 1 Dopamine Receptor: qHTS. D(1A) dopamine receptor (Homo sapiens), P21728. HEK293 TREx D1 cells, calcium flux, dopamine EC80; active compounds read low. activity change, negative = inhibition, % at 10 µM. hit rate 3.2% among 360,000. AID 504652, 2011; in the data active means activity change below about -30%; further: on the % scale 0 is the no-effect control and ±100 the full control effect
Target sequence (P21728 whole entry, looked up): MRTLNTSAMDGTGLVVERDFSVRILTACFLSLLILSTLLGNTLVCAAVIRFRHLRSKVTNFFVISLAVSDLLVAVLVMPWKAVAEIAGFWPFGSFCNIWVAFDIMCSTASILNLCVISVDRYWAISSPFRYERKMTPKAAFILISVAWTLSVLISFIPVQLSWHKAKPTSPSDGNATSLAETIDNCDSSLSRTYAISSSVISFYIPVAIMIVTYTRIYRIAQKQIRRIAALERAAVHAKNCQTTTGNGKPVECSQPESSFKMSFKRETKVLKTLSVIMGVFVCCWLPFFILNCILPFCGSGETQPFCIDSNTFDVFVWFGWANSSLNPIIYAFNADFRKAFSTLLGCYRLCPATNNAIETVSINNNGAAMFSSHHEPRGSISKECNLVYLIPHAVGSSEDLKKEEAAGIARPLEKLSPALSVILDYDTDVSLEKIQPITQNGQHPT
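Tetracycline-induced HEK293 T-REx cells with force-coupled D1 receptor were loaded with a no-wash calcium dye. Compound was added after a 10 s baseline and read kinetically for 180 s; EC80 dopamine was then added and calcium flux followed another 180 s.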
D1 PAM – Potentiators of Human D1 Dopamine Receptor: qHTS | D(1A) dopamine receptor (Homo sapiens), P21728 | HEK293 TREx D1 cells, calcium flux, dopamine EC20 potentiation | potentiation, % at 10 µM | hit rate 0.036% among 360,000; in the data active means potentiation above about 30%; further: 0% is about no effect
D1 ag – Allosteric Agonists of the Human D1 Dopamine Receptor: qHTS | HEK293 T-REx D1 cells, calcium flux, agonist mode | activation, % at 2 µM | hit rate 1% among 360,000 | AID 504660, 2011; further: 0% is about no effect
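Tetracycline-induced HEK293 TREx D1 cells, force-coupled to calcium signalling, were dye-loaded with a no-wash calcium kit. Compound was pin-added after a 10 s baseline. Fluorescence was read kinetically at 1 cycle/s for 180 s, with calcium rises flagged as agonism.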
TRHR enhancer – qHTS for Small Molecule Agonists and Allosteric Enhancers of Human TRH Receptor: Primary Screen for Enhancers; TRHR cells, fluo-8 calcium fluorescence, EC20 TRH enhancement; enhancement, % at 2 µM; hit rate 0.66% among 360,000; AID 493056, 2011; in the data active means enhancement above about 30%; further: 0% is about no effect
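Enhancer read-out: after compound pinning and an initial kinetic agonist-mode read, an EC20 of TRH (10 nM final) was injected and fluo-8 calcium signal (Ex 480/Em 530) followed at 1 s/cycle for 100 cycles in TRHR-expressing cells.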
TRHR agonist – qHTS for Small Molecule Agonists and Allosteric Enhancers of Human TRH Receptor: Primary Screen for Agonists; Thyrotropin-releasing hormone receptor (Homo sapiens), P34981; TRHR cells, calcium flux fluo-8, FDSS agonist mode; activation, % at 2 µM; hit rate 0.18% among 360,000; AID 493084, 2011; further: 0% is about no effect
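TRHR-expressing cells loaded with fluo-8 calcium dye; 23 nL library compound pin-transferred, kinetic FDSS fluorescence (Ex 480/Em 530) recorded about 180 s for agonist-induced calcium release, before a 10 nM TRH EC20 addition for potentiator mode.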
D2 PAM – HTS Assay for Positive Allosteric Modulators of the Human D2 Dopamine Receptor: Primary Screen for Potentiators. D(2) dopamine receptor (Homo sapiens), P14416. HEK293 T-REx D2, calcium flux, EC20 dopamine potentiation. potentiation, % at 10 µM. hit rate 0.34% among 340,000. AID 485347, 2010;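 active means potentiation over 3 SD above the plate norm, cut at about 30% in these data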; further: 0% is about no effect
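Tetracycline-induced HEK293 T-REx cells force-coupled to calcium signalling expressed D2; compounds were pin-added after a 10 s baseline, read kinetically 180 s, then an EC20 dopamine challenge followed with a further 180 s calcium read.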
D2 antagonist – HTS Assay for Allosteric Antagonists of the Human D2 Dopamine Receptor: Primary Screen for Antagonists; D(2) dopamine receptor (Homo sapiens), P14416; HEK293 TREx D2 cells, calcium flux, dopamine EC80; inhibition, % at 10 µM; hit rate 2% among 340,000; in the data active means inhibition above about 30%; further: 0% is about no effect
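Dopamine at EC80 is the agonist stimulus; test compounds precede it by 180 s. Calcium flux read kinetically in a force-coupled, inducible HEK293 T-REx D2 cell line.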
* = called active by the depositor; ? = inconclusive; . = not tested or not shown; & = joins results of further samples. Unless noted, no stated cut-off is given here; in the data, active means activation above about 30%; inactive means the rest.

1	CCn1c(CCc2ccccc2)nc2ccccc21
2	O=C(c1ccc(OC2CCN(CCO)CC2)cc1)N1CCCC1
3	O=C(NCCCCc1ccccc1)C1CC(c2cc(C(F)(F)F)cc(C(F)(F)F)c2)=NO1 (stereo not drawn)
4	CCOC(=O)N1CCN(C(=O)CCCCCn2c(=S)[nH]c3cc4c(cc3c2=O)OCO4)CC1
5	Cc1ccc2c(c1)C1(SCCS1)C(=O)N2

assay / entry,1,2,3,4,5
RXFP1 antag,2,0,.,?,8
D2 ag,0.5,0.5,0.0,-2.0,0.0
D1 antagonist,17,-17,8,6,4
D1 PAM,-2,0,-1,0,-8
D1 ag,3,1,6,4,0
TRHR enhancer,-1,8,-4,-8,0
TRHR agonist,-1.5,1.1,0.5,-1.5,0.0
D2 PAM,1,-10,9,1,7
D2 antagonist,-12,-15,4,-3,-1

6	Cc1nn(-c2ccccc2)c2ncc(C(=O)c3cc(Cl)ccc3O)cc12
7	CC1(C)Cc2ccccc2-c2nnc(-c3ccccc3)n21
8	CC(=O)Nc1ccc(NC(=O)CSc2nc3ccccc3nc2N2CCCCC2)cc1
9	O=C(C1CC1)N1CCc2cc(Br)cc(S(=O)(=O)N3CCOCC3)c21
10	COc1cc(Cl)c(C)cc1NC(=O)CC1SC(N2CCOCC2)=NC1=O (stereo not drawn)

assay / entry,6,7,8,9,10
RXFP1 antag,-12,4,10,-7,5
D2 ag,0.1,1.6,0.1,.,-0.8
D1 antagonist,8,9,2&6,12,-3
D1 PAM,6,5,4&-1,3,-3
D1 ag,2,1,0&1,0,1
TRHR enhancer,2,1,7&-5,3,-10
TRHR agonist,0.0,0.2,-0.7&-0.8,-0.1,0.0
D2 PAM,2,1,-1,.,-23
D2 antagonist,0,-3,.,.,99*

11	Cc1cc(C(=O)COC(=O)c2ccc[nH]c2=O)c(C)n1C
12	S=c1[nH]cnc2scc(-c3ccc(Cl)cc3)c12
13	COc1ccc(S(=O)(=O)N2CCOC2CNC(=O)C(=O)NCc2cccnc2)cc1OC (stereo not drawn)
14	O=c1oc2c3c(ccc2c2ccccc12)OCN(Cc1ccccc1Cl)C3
15	CCc1ccc(OCC(=O)NC(=S)Nc2ccc(F)cc2)c(Br)c1

assay / entry,11,12,13,14,15
RXFP1 antag,.,-4,5,2,1
D2 ag,0.9,-0.8,-2.0,-1.2,0.9
D1 antagonist,26,-9,8,2,-5
D1 PAM,-5,0,4,0,0
D1 ag,2,2,2,2,13
TRHR enhancer,17,-5,5,-3,2
TRHR agonist,1.2,-0.8,-1.2,-1.0,1.9
D2 PAM,2,-2,8,2,0
D2 antagonist,-15,17,-8,.,-4

16	CCn1c(SCC(=O)NCc2ccco2)nc2c(c1=O)SC(C)C2 (stereo not drawn)
17	Cc1ccc(Nc2cnn(C34CC5CC(CC(CC(=O)O)(C5)C3)C4)c(=O)c2Cl)cc1
18	Cc1cc2c(c(=O)n1CCN(C)C)C(c1ccncc1)C(C#N)=C(N)O2 (stereo not drawn)
19	COc1ccc(NC(=O)CS(=O)CC(=O)Nc2ccc(F)cc2F)cc1 (stereo not drawn)
20	CCN(CC(=O)NCc1cccs1)C(=O)c1ccc(S(=O)(=O)Nc2cccc(C)c2C)cc1

assay / entry,16,17,18,19,20
RXFP1 antag,-1,-27,6,0,-6
D2 ag,-0.4,0.9,3.3,0.8,2.1
D1 antagonist,2,-2,-9,-16,-22
D1 PAM,0,-6,-5,-5,-2
D1 ag,0,1,-1,0,7
TRHR enhancer,1,-3,1,10,-2
TRHR agonist,-0.9,0.0,1.5,-0.4,0.4
D2 PAM,7,-4,.,21,-18
D2 antagonist,9,-1,-13,-3,-1

An excerpt of these results, with values under each structure.
The line under a structure holds: RXFP1 antag | D2 ag | D1 antagonist | D1 PAM | D1 ag | TRHR enhancer | TRHR agonist | D2 PAM | D2 antagonist
18: Cc1cc2c(c(=O)n1CCN(C)C)C(c1ccncc1)C(C#N)=C(N)O2 (stereo not drawn)
  6 | 3.3 | -9 | -5 | -1 | 1 | 1.5 | . | -13
19: COc1ccc(NC(=O)CS(=O)CC(=O)Nc2ccc(F)cc2F)cc1 (stereo not drawn)
  0 | 0.8 | -16 | -5 | 0 | 10 | -0.4 | 21 | -3
20: CCN(CC(=O)NCc1cccs1)C(=O)c1ccc(S(=O)(=O)Nc2cccc(C)c2C)cc1
  -6 | 2.1 | -22 | -2 | 7 | -2 | 0.4 | -18 | -1

Next entries follow.
21	COC(=O)COc1cccc2c(=O)n(CC(=O)NCCc3ccccc3)ccc12
22	O=C(c1cc(COc2cccc(C(F)(F)F)c2)on1)N1CCC(c2ccncc2)CC1
23	Cc1ccc(N2CCN(C(=O)N3CCCC3)CC2)cc1C
24	Cc1cccc(NC(=O)c2cc([N+](=O)[O-])ccc2N2CCN(C)CC2)c1
25	COc1ccc(S(=O)(=O)N2CCOC2CNC(=O)C(=O)NCc2ccccn2)cc1C (stereo not drawn)

assay / entry,21,22,23,24,25
RXFP1 antag,4,5,-8,4,0
D2 ag,-0.9,-0.9,-0.6,0.5,1.0
D1 antagonist,6,12,-8,-1,7
D1 PAM,-2,-4,3,1,3
D1 ag,-3,0,0,0,0
TRHR enhancer,5,-12,-4,-6,10
TRHR agonist,-0.7,1.4,-0.4,0.7,-0.6
D2 PAM,7,-1,-5,1,10
D2 antagonist,-5,7,15,-3,-2

26	COc1cccc(NC(=O)CSc2nnc(-c3cccs3)n2C)c1
27	CC(C)N(Cc1ccccc1)S(=O)(=O)c1cccs1
28	CCN(CC)c1ccc(NC(=O)Cn2c(C(C)NC(=O)c3ccccc3)nc3ccccc32)cc1 (stereo not drawn)
29	COc1ccc(Br)cc1C(=O)CCC(=O)OCC(=O)Nc1cc(C(N)=O)cc(C(N)=O)c1
30	CCN(Cc1ccccc1)C(=O)c1ccc(C)c(S(=O)(=O)N2CCCCC2)c1

assay / entry,26,27,28,29,30
RXFP1 antag,-9,-11,-2,11,2
D2 ag,0.1,-2.1,-0.3,5.7,-0.3
D1 antagonist,26,-15,26,21,-6
D1 PAM,-10,-7,-8,-3,2
D1 ag,0,6,0,4,0
TRHR enhancer,3,-7,-4,-12,9
TRHR agonist,-0.7,-0.5,0.2,0.4,-1.7
D2 PAM,-2,-6,2,-14,-6
D2 antagonist,9,2,15,24,9

Screen by screen, from the results shown.
TRHR agonist for entries 13 to 20 → -1.2, -1.0, 1.9, -0.9, 0.0, 1.5, -0.4, 0.4
RXFP1 antag for entries 13 to 20 → 5, 2, 1, -1, -27, 6, 0, -6

Additional records.
31	O=C(NCc1ccc(-c2nc3ccccc3s2)cc1)c1ccc(Br)o1
32	COc1ccc(CCNC(=O)CCc2ccc(S(=O)(=O)NC(C)C)cc2)cc1OC
33	O=C(CCCN1C(=O)/C(=C/c2cccs2)SC1=S)Nc1ccc(C(=O)O)cc1
34	N#Cc1cccc2c1-c1ccccc1/C2=N/NC(N)=S
35	CCCCn1c(N)c(N(CCOC)C(=O)c2ccc(Cl)c(S(=O)(=O)N3CCCC3)c2)c(=O)[nH]c1=O

assay / entry,31,32,33,34,35
RXFP1 antag,6,.,-7,-27,-6
D2 ag,1.3,2.1,2.2,2.0,-0.9
D1 antagonist,17,-11,2,-14,-1
D1 PAM,2,-8,10,2,-10
D1 ag,8,1,2,3,3
TRHR enhancer,4,-5,-3,-4,-1
TRHR agonist,0.5,0.0,0.8,1.4,0.3
D2 PAM,-1,-11,13,5,1
D2 antagonist,-2,5,-10,1,-1

36	O=C(c1ccc(NS(=O)(=O)/C=C/c2ccccc2)cc1)N1CCCCC1
37	COc1ccccc1NC(=O)Cn1nnc(-c2ccccc2NS(=O)(=O)c2ccccc2)n1
38	Cc1cc(C)cc(NC(=O)CN2C(=O)NC(C)(c3ccccc3)C2=O)c1 (stereo not drawn)
39	CCOC(=O)c1c(NC(=O)CCN2CCOCC2)sc(C)c1-c1ccccc1
40	CCCCc1ccc(N2C(=NC(=O)C3CCCO3)SC3CS(=O)(=O)CC32)cc1 (stereo not drawn)

assay / entry,36,37,38,39,40
RXFP1 antag,2,.,2,-5,-3
D2 ag,-0.4,0.7,-0.2,1.2,-0.6
D1 antagonist,-9,-15,2,6,13
D1 PAM,-1,2,2,-2,-4
D1 ag,7,4,2,1,2
TRHR enhancer,-4,0,1,10,-6
TRHR agonist,-0.3,0.2,-0.3,-0.7,-0.9
D2 PAM,11,-24,14,1,-8
D2 antagonist,-11,0,22,-9,8

41	c1ccc(-c2nnc(CN3CCN(c4ccccc4)CC3)o2)cc1
42	CC(C)(C)c1cc(C(=O)O)nn1-c1ccccc1
43	Cc1cccc(OCC(=O)NC(=S)NNC(=O)c2ccncc2)c1
44	Cc1ccc(C(=O)OCC(=O)NC2CCCCC2)cc1S(=O)(=O)N1CCCCC1
45	CSc1cccc(Nc2cc(C(=O)NCCCN(C)c3ccccc3)c3ccccc3n2)c1
46	Cc1ccc(-c2csc(NC(=O)c3ccno3)n2)cc1
47	Cc1cccc(Nc2ccc([N+](=O)[O-])cc2C(=O)O)c1

assay / entry,41,42,43,44,45,46,47
RXFP1 antag,-4&1,-11,-9,-3,-7,-16,-5
D2 ag,13,-2.2,0.4,.,0.0,-0.5,.
D1 antagonist,-20&-29,13,-1,-4,-15,-2,-9
D1 PAM,-4&0,0,-1,6,-9,2,-5
D1 ag,5&3,2,1,-1,1,4,2
TRHR enhancer,-4&7,1,0,4,-6,-3,2
TRHR agonist,-0.4&-0.2,-0.2,0.1,-0.7,-0.3,-0.4,-0.5
D2 PAM,-20&-25,0,7,.,6,13,.
D2 antagonist,22,-28,-9,.,.,0,.

Screening data as filed in PubChem BioAssay.
